H9c2 TAG inh – triacylglycerol accumulation inhibition | 0.66% of 230,000 active | AID 651582 | H9c2 cells, Nile Red lipid (TAG) fluorescence; cells loaded with 200 µM oleic acid | inhibition, % at 12.5 µM;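 active means pattern-corrected inhibition of lipid staining of at least 50% with the nuclear-stain viability signal not falling by more than 50%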;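 further: 0% = DMSO wells and 100% = triacsin C control wells; some results filed as inactive read as strong as hits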
H9c2 TAG inh DAPI viability – also measured in H9c2 TAG inh; calls as there; DAPI nuclei signal change (viability), lower = more cytotoxic, %;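 whole-well DAPI fluorescence read on a plate reader as a viability signal; minus 50 percent equals half of cells still viable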
* = called active by the depositor. These rows are one share of the data, so the mix of outcomes need not match the whole.

Start of the listing, in advance (three entries):
SMILES | H9c2 TAG inh | H9c2 TAG inh DAPI viability
Cc1nn(-c2ccccc2)c2sc(C(=O)N(Cc3ccco3)C(C)C(=O)NC(C)(C)C)cc12 (stereo not drawn) | 46 | -13
O=c1[nH]c(Cc2ccc(Cl)cc2)nc2ccccc12 | -10 | 9
CC(C)c1nc(CNC(=O)C2CCC(=O)N(CCc3cccc(F)c3)C2)cs1 (stereo not drawn) | 2 | 0

The listing, from the start:
SMILES | H9c2 TAG inh | H9c2 TAG inh DAPI viability
Cc1nn(-c2ccccc2)c2sc(C(=O)N(Cc3ccco3)C(C)C(=O)NC(C)(C)C)cc12 (stereo not drawn) | 46 | -13
O=c1[nH]c(Cc2ccc(Cl)cc2)nc2ccccc12 | -10 | 9
CC(C)c1nc(CNC(=O)C2CCC(=O)N(CCc3cccc(F)c3)C2)cs1 (stereo not drawn) | 2 | 0
OCCN(Cc1ccccc1)C(=S)Nc1ccc(Cl)cc1Cl | -30 | -6
O=C(CSc1nc(-c2ccccc2)c(-c2ccccc2)o1)NC1CCS(=O)(=O)C1 (stereo not drawn) | 4 | -8
COc1ccc(-c2csc(-c3ccccc3)n2)c(OC)c1 | -7 | -6
Cc1nnsc1C(=O)N/N=C/c1ccc(OC(F)(F)F)cc1 | -9 | -3
O=S(=O)(Cc1ccccc1Cl)N1CCCCC1 | -2 | 1
COc1ccc(C2c3ccc(O)cc3Oc3ncn(CCCO)c(=N)c32)cc1OC (stereo not drawn) | 3 | 0
O=C(O)CCCCCN1C(=O)C(O)=C(C(=O)/C=C/c2ccccc2)C1c1ccccc1[N+](=O)[O-] (stereo not drawn) | -14 | 7
CCn1c(=O)cc(OCC(=O)O)c2ccccc21 | 8 | -1
CCCc1cc(=O)oc2cc(OCC(=O)NCCN3CCOCC3)c(Cl)cc12 | 9 | -10
CC[N+](CC)(CC)CC(=O)Nc1ccc(SC(F)F)cc1 | -7 | 1
Cc1cc(C(=O)OCC(=O)NCc2ccc(Cl)cc2)c(C)o1 | -3 | -4
O=C(CSc1nc(-c2ccco2)cc(C(F)(F)F)n1)NC1CCCCCCC1 | 9 | -7
Cn1nc(C(=O)Nc2cccc(C(F)(F)F)c2)c2ccccc2c1=O | 22 | -9
CCN(CC(=O)Nc1ccccc1C(F)(F)F)C(=O)c1cc2c(s1)CCCCC2 | 39 | 0
O=C(CN1CCN(c2ccccn2)CC1)Nc1ccc(Oc2ccccc2)cc1 | -1 | 1
COc1ccc(C(=O)NC(C)c2ccc(-n3ccnc3)cc2)c(OC)c1 (stereo not drawn) | -20 | -5
COc1ccc(N[C@@H]2CCN3C(=O)c4ccccc4[C@@H]3C[C@H]2O)cc1 | 10 | -6
CC(C)OC(=O)NCCOC(=O)Nc1ccc(Cl)cc1 | -6 | 1
CC(C)n1c(NCc2c[nH]c3ccccc23)nc2ccccc21 | -8 | 9
COC(=O)c1ccccc1NC(=O)c1cccs1 | -7 | -3
COc1cccc(/C(O)=C2/C(=O)C(=O)N(CCN3CCOCC3)C2c2cccs2)c1 (stereo not drawn) | -2 | -6
COc1ccc(CNC(=O)C[C@H]2C[C@H](C(=O)N3CCCCC3)[C@@]3(C)c4[nH]c5cc(CCC(=O)N(C)C)ccc5c4CCN3C2=O)cc1OC | 3 | -4
O=C(Nc1ccc(Br)cc1)C1CCCN(S(=O)(=O)c2cccnc2)C1 (stereo not drawn) | 8 | 7
CCOc1ccc(S(=O)(=O)NC2CCCC2)cc1 | 18 | 2
CCn1c(N)cc(=O)[nH]c1=S | 7 | -21
CCOc1ccc(N(CC(=O)NCc2ccc(F)cc2)S(=O)(=O)c2c(C)noc2C)cc1 | 4 | -1
CCOC(=O)C(NC(C)=O)(OCc1ccc(F)cc1)C(F)(F)F (stereo not drawn) | 6 | 11
O=C(NCCc1ccc(F)cc1)Nc1ccccc1Cl | -8 | 2
C[C@H](O)[C@@H]1C(=O)N2CCc3ccc(N4CCOCC4)cc3[C@@H]2C[C@@H]1N(C)C(=O)C(C)(C)C | -7 | 5
CCOC(=O)C(=O)C1=C(N2CCOCC2)/C(=C\c2cccc([N+](=O)[O-])c2)CC1 | 1 | 2
COc1ccc2[nH]c3c(c2c1)CCN1C(=O)C(CC(=O)NCC24CC5CC(CC(C5)C2)C4)C[C@H](C(=O)N2CCOCC2)[C@@]31CCC1CCCC1 (stereo partly drawn) | 72* | -12*
CCOC(=O)N1CCN(S(=O)(=O)c2ccc3c4c(cccc24)C(=O)N3)CC1 | -6 | 3
O=C(Sc1n[nH]c(=O)[nH]c1=O)c1ccccc1 | 4 | 2

At a glance, some entries already given.
SMILES | H9c2 TAG inh | H9c2 TAG inh DAPI viability
COc1ccc(CNC(=O)C[C@H]2C[C@H](C(=O)N3CCCCC3)[C@@]3(C)c4[nH]c5cc(CCC(=O)N(C)C)ccc5c4CCN3C2=O)cc1OC | 3 | -4
O=C(Nc1ccc(Br)cc1)C1CCCN(S(=O)(=O)c2cccnc2)C1 (stereo not drawn) | 8 | 7
CCOc1ccc(S(=O)(=O)NC2CCCC2)cc1 | 18 | 2
CCn1c(N)cc(=O)[nH]c1=S | 7 | -21
CCOc1ccc(N(CC(=O)NCc2ccc(F)cc2)S(=O)(=O)c2c(C)noc2C)cc1 | 4 | -1
CCOC(=O)C(NC(C)=O)(OCc1ccc(F)cc1)C(F)(F)F (stereo not drawn) | 6 | 11
O=C(NCCc1ccc(F)cc1)Nc1ccccc1Cl | -8 | 2

Continued:
SMILES | H9c2 TAG inh | H9c2 TAG inh DAPI viability
O=C(NCc1ccco1)/C(=C/C=C\c1ccccc1)NC(=O)c1ccc(Br)o1 | -12 | -2
COc1ccc(NC(=O)CSc2nnc(NC(=O)C3CC3)s2)cc1OC | 20 | -2
CCN(CC(=O)NCc1cccs1)C(=O)c1cccc(S(=O)(=O)Nc2cccc(C)c2)c1 | 10 | 7
CC(C)(C)C(=O)COC(=O)CNC(=O)c1ccc(Oc2ccccc2)cc1 | 6 | -5
COc1ccc(C(Nc2cccc([N+](=O)[O-])c2)P(=O)(OC(C)C)OC(C)C)cc1 (stereo not drawn) | 14 | -10
CSC(=NNC(=O)c1ccccc1O)SC | 18 | -3
Cc1cccc(C(=O)NCC(=O)NC(C)c2ccc(-n3ccnc3)cc2)c1 (stereo not drawn) | 3 | 0
COCCNc1ncnc2c1ncn2[C@H]1CN(Cc2cccs2)C[C@@H](CO)O1 | 11 | -9
COc1cccc(-c2nnc3n2N=C(c2cc(OC)ccc2OC)CS3)c1 | -15 | 4
CCCn1c(N)c(C(=O)CSc2nnc(C3CC3)n2Cc2ccccc2)c(=O)n(C)c1=O | -10 | -1
CCN(CC)S(=O)(=O)c1ccc(C(=O)Oc2cc(C)[nH]c(=O)c2[N+](=O)[O-])cc1 | 8 | -1
COc1ccc([C@H]2Cc3cc(O)cc(O)c3C(=O)O2)cc1O | -27 | -7
CNS(=O)(=O)c1cc(C(=O)NCc2ccco2)ccc1Cl | 4 | -2
CCc1ccc(S(=O)(=O)N2c3ccc(C)cc3C3CN(C)CCC32)cc1 (stereo not drawn) | -4 | 11
CCN(CC(=O)NCc1ccc(F)cc1)Cc1nc2ccccc2c(=O)[nH]1 | 4 | -5
CCCCC(=O)N(C)c1c(C)nc2ccc(C(=O)N3CCNC(=O)C3)cn12 | -16 | 9
COc1ccc(CNC(=O)CCSCc2ccccc2Cl)c(OC)c1 | -3 | 13
CCC(=O)c1cc(F)ccc1OCC(=O)Nc1ccc2c(c1)OCCO2 | -15 | 5
Cc1ccc(C(=O)NCC(=O)OCC(=O)N(CC(C)C)c2c(N)n(Cc3ccccc3)c(=O)[nH]c2=O)cc1 | 5 | -7
CCc1nc2ccc(C(=O)N(C)Cc3ccccc3)cn2c1N(C)Cc1ccc(OC)cc1 | -10 | -8
CCCN1C2CCCC1CC(NC(=O)c1ccccc1F)C2 (stereo not drawn) | 0 | 12
CCOc1ccc(CN2CCC(Cc3ccccc3)CC2)cc1 | -4 | 8
c1ccc(-c2cn(-c3ccccc3)c3ncnc(N4CCCCC4)c23)cc1 | 1 | -6
Cc1cc(C)nc(SCc2nc(N)nc(-c3ccccc3O)n2)n1 | -15 | 18
O=C(CN1C(=O)c2cccc3cccc(c23)C1=O)N1CCCCC1 | -7 | 16
O=C(NCC1CCCO1)c1cc2c(s1)CCC2 (stereo not drawn) | 4 | -9
Nc1cccc2c1C(=O)N(CC(=O)NC13CC4CC(CC(C4)C1)C3)C2=O | 12 | 21
COc1ccc(-c2nnc(SC)nc2-c2ccc(OC)c([N+](=O)[O-])c2)cc1[N+](=O)[O-] | 12 | -1
CC(=O)/C(N=Nc1ccc(-n2ccc(C(F)(F)F)n2)cc1)=C(\C)O | 11 | -3
CCc1nnc(NC(=O)CSc2nc3ccc(OC)cc3[nH]2)s1 | 6 | -9
O=[N+]([O-])c1ccc2[nH]c(O)c(N=NC3CS(=O)(=O)CC3O)c2c1 (stereo not drawn) | 8 | -5
O=C(CCNS(=O)(=O)c1ccccc1F)N1CCN(Cc2ccccc2)CC1 | -12 | 6
CCOC(=O)c1c(NC(=O)c2ccoc2C)sc2c1CCC2 | 8 | 16
COc1ccc(CCNS(=O)(=O)c2ccc3c(c2)oc(=O)n3C)cc1OC | 2 | -7
Cn1cccc1C(=O)NC(=O)COC(=O)CCNS(=O)(=O)c1ccc(Cl)cc1 | 5 | -4
NC(=O)c1ccc(NC(=O)COC(=O)CCC2CCCC2)cc1 | -2 | -6
NC(=O)c1ccccc1NC(=O)CSc1nc2ccccc2c(=O)[nH]1 | 6 | -1
O=C(NNC(=O)c1ccc2ccccc2c1)Nc1ccc(F)cc1 | -11 | 3
Fc1cc(Cl)c(OCc2noc(-c3ccsc3)n2)c(Cl)c1 | 3 | -3
CCOc1ccc(CCNC(=O)CSCC(=O)Nc2cccc(C)c2)cc1OCC | 38 | 7
CCN(CC(=O)Nc1c(F)cccc1F)C(=O)CCCNC(=O)c1ccc(Cl)cc1 | 12 | 1
Cc1ccc(NC(=O)C[n+]2cc(-c3ccccc3)n3c2CCC3)cc1 | 0 | 4
CS(=O)(=O)Nc1ccc([N+](=O)[O-])cc1Oc1ccccc1 | 23 | -1
O=C(O)COc1ccccc1/C=N/NC(=O)c1cccc(S(=O)(=O)Nc2cccc(Cl)c2)c1 | -19 | 1
O=C(CCN1C(=O)/C(=C/c2ccccc2Cl)SC1=S)NNC(=O)c1cccnc1 | -3 | 5
Cc1ccc(C)c(-n2c(-c3cccnc3)n[nH]c2=S)c1 | 9 | -3
COc1ccc(C2SCC(=O)N2c2c(C)n(C)n(-c3ccccc3)c2=O)cc1OC (stereo not drawn) | 0 | -7
Cc1ccc(C)c(N2CCN(c3ncnc4c3cnn4-c3ccccc3)CC2)c1 | -10 | 15
CCN(CC)C(=O)CC(c1ccc2c(c1)OCO2)c1c(O)cc(OC)cc1OC (stereo not drawn) | -9 | -2
Cc1cc(=O)oc(C)c1C(=O)NCCc1ccccc1 | -1 | -7
S=c1[nH]nc2n1CCCN2 | -4 | -1
Cn1c(=O)c2c(nc(N3CCOCC3)n2CC(=O)C23CC4CC(CC(C4)C2)C3)n(C)c1=O | -3 | -1
CC(C)(C)NC(=O)C(c1ccc(Cl)cc1)N(Cc1ccco1)C(=O)CCl (stereo not drawn) | 0 | -2
COC(=O)COc1ccc(-c2ccc(F)cc2)cc1C=O | 1 | -5
O=C1C(=O)N(CCCO)C(c2ccc(Br)cc2)/C1=C(\O)c1ccc(Br)cc1 (stereo not drawn) | -2 | 1
COc1c(Cl)cc(Cl)cc1CNc1ccc(S(N)(=O)=O)cc1 | -3 | 5
Cc1c(NS(=O)(=O)c2cccs2)c(=O)n(-c2ccccc2)n1C | 13 | -20
O=S(=O)(Nc1ccc(Cl)cc1)c1ccc2c(c1)CCO2 | -4 | 0
CCOC(=O)N1CCC(NS(=O)(=O)c2ccc3c(c2)OCC(=O)N3)CC1 | -15 | 7
Cn1c2c(sc1=O)CCC2 | 4 | 8

Profiles, quoted from the list:
Listed for `CC(C)(C)NC(=O)C(c1ccc(Cl)cc1)N(Cc1ccco1)C(=O)CCl` (stereo not drawn) = H9c2 TAG inh = 0; H9c2 TAG inh DAPI viability = -2
Listed for `Cc1c(NS(=O)(=O)c2cccs2)c(=O)n(-c2ccccc2)n1C` = H9c2 TAG inh = 13; H9c2 TAG inh DAPI viability = -20

Remaining list, next part
SMILES | H9c2 TAG inh | H9c2 TAG inh DAPI viability
OCCN1CCN(c2nc3ccccc3nc2-c2ccccc2)CC1 | 0 | 4
COc1cc2c(cc1OC)CN(C(C)C(=O)Nc1cccc(S(=O)(=O)N3CCOCC3)c1)CC2 (stereo not drawn) | 8 | -2
Cc1cccc2c(C(=O)N3CCN(c4ccccc4)CC3)cc(-c3ccncc3)nc12 | 60* | -26*
CC1CCN(C(=O)COC(=O)c2n[nH]c(=O)c3ccccc23)CC1 | 6 | 4
CCCCN1C(=O)C(CC(=O)NC2CC2)CC(C(=O)N2CCOCC2)=C1C (stereo not drawn) | 11 | -2
Cc1csc(NC(=O)c2c(-c3c(F)cccc3Cl)noc2C)n1 | 7 | -8
CCOC(=O)c1cc(C#N)c(Nc2ccc(C)cc2)nc1C(F)(F)F | 2 | 7
NCCNC(=O)Cc1ccc(NC(=O)Cc2ccc(Nc3ncnc4c3ncn4[C@@H]3O[C@H](CO)[C@@H](O)[C@H]3O)cc2)cc1 | 6 | -2
CN(CCN1CCOCC1)C(=O)CC1C(=O)NCCN1Cc1ccccc1F (stereo not drawn) | -9 | 2

Screens deposited in PubChem BioAssay by Sanford-Burnham Center for Chemical Genomics.
